# Screens: PubChem BioAssay, several laboratories
# TRPC6 act = activates the mouse TRPC6 cation channel. HEK293-TRPC6 membrane potential dye fluorescence; active compounds read high. B-score at 10 µM. 310,000 tested, 0.13% active. AID 2550;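 active = B-score of the integrated fluorescence ratio above library mean plus 3 SD, and starting fluorescence ratio within library mean plus 5 SD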;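 also: higher score means more depolarization so channel activation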
# TRPC4 block = blocks the mouse TRPC4 cation channel. Q9QUQ5. HEK293 TRPC4beta/mu-opioid, DAMGO-evoked Fluo4 calcium flux; active compounds read low. 300,000 tested, 0.39% active. B-score at 10 µM. AID 2247;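 active = B-score over 3 SD under the library average, no early fluorescence shift, positive overall ratio signal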
# Target sequence (Q9QUQ5 whole entry, looked up): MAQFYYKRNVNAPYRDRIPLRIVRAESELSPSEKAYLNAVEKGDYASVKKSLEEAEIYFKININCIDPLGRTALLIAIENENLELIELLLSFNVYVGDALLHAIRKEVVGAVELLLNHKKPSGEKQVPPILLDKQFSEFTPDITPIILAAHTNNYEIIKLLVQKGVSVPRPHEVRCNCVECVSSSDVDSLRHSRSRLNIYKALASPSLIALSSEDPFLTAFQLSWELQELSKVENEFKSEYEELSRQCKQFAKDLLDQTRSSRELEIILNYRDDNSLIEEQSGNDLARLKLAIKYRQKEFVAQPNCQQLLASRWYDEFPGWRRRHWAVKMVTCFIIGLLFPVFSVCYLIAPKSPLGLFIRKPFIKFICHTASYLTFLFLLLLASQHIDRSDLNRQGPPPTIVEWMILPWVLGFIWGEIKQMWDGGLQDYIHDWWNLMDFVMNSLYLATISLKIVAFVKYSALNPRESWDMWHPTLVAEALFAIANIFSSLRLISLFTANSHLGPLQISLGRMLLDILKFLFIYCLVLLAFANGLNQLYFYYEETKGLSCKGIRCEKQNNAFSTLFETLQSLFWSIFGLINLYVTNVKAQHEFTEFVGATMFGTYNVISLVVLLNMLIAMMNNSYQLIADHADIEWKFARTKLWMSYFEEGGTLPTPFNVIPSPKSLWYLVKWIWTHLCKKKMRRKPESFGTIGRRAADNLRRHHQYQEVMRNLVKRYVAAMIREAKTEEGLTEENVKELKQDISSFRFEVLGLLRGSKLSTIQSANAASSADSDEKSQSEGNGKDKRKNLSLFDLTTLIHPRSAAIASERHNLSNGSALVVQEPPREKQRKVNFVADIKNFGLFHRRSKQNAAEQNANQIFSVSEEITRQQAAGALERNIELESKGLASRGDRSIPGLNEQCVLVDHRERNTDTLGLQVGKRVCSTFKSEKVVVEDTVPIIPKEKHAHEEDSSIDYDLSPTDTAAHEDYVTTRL
#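 test system = HEK293 cells with stable TRPC4beta plus mu-opioid receptor expression | detection = Fluo4 Ca2+ flux fluorescence | read-out = integrated fluorescence ratio relative to baseline, converted to per-well B score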
# TRPC4 agonist = TRPC4 (mouse) channel activation | Q9QUQ5 | HEK293 TRPC4beta/mu-opioid, Fluo4 calcium fluorescence; active compounds read high | B-score at 10 µM | 310,000 tested, 0.49% active | AID 2237;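 active = B-score above 5 SD of library B-scores, and initial fluorescence ratio not above library mean plus 5 SD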;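 also: positive B-score marks a calcium rise read as TRPC4 activation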
#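 Incubation: 45 min room-temperature Fluo4 loading, 110 s read / System: HEK293 cells stably co-expressing mouse TRPC4beta and mu-opioid receptor / Signal: Fluo4 fluorescence, kinetic / Control set: buffer (low) and maximal DAMGO (high) / Measure: integrated baseline-normalised fluorescence ratio, converted to per-well B score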
# TRPC4 PAM = allosterically enhances the mouse TRPC4 cation channel. HEK293 TRPC4beta/mu-opioid, DAMGO EC20, Fluo-4 Ca2+ flux; active compounds read high. AID 2227. Q9QUQ5. B-score at 10 µM. 310,000 tested, 0.42% active;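 active = B-score of calcium response area above 5 SD of library B-scores, with initial fluorescence ratio within 5 SD of library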;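 also: B-score of integrated fluorescence ratio over time as area under calcium response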
# MrgX1 antagonist = human MrgX1 receptor antagonism, primary screen | MRGX1-HEK293 calcium flux, Fluo-4, BAM8-22 antagonism; active compounds read low | B-score at 10 µM | 310,000 tested, 1.3% active | AID 588676;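 active = calcium-response B-score plate-corrected more than 3 library SD below zero, starting fluorescence within 5 deviations, no agonist response on first addition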;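 also: peak minus trough fluorescence over baseline after final BAM8-22 challenge near maximal dose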
# SKKanGAS inh = SKKanGAS growth inhibition; S. pyogenes SKKanGAS, kanamycin growth, BacTiter-Glo, 6 h; inhibition, % at 7.5 µM; 300,000 tested, 1.3% active;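 active = mean replicate score, as percent of positive control median, at least 50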;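 also: strain carries kanamycin resistance gene driven by streptokinase promoter and grows in 40 µg/ml kanamycin; loss of luminescence reflects streptokinase promoter inhibition or plain growth inhibition; 0% = median of DMSO wells and 100% = positive control at its reference dose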
# HIF activator = HIF pathway transcriptional activation | U2OS HRE-luciferase reporter, luminescence; normalized: DMSO 0%, desferrioxamine 100% | activation, % at 7.5 µM (by protocol) | 300,000 tested, 0.32% active | AID 1910;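 active = mean activation of at least 10% of the iron chelator positive control signal, with at least half of replicates also reaching 10%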
# KLF5 inhibitor = kruppel-like factor 5 inhibition; 290,000 tested, 0.23% active; inhibition, % at 5 µM; DLD-1 KLF5 promoter-luciferase reporter, luminescence; AID 1700;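 active = inhibition above a per-plate limit of that plate's mean compound inhibition plus 3 SD, cut at about 60% in these data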;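 also: 0% = DMSO wells and 100% = LY294002 at 200 µM; higher means less KLF5 promoter-driven luciferase light; inactives centre near -14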
# IEC-6 cytotox = kills IEC-6 intestinal cells in KLF5 counter-screen. 290,000 tested, 0.78% active. inhibition, % at 5 µM. IEC-6 cytotoxicity, luminescence viability; in the data active = inhibition above about 22%;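 also: 0% = plate median of test compound wells and 100% = cytotoxic reference compound wells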
# aSyn 5UTR inh = MLPCN primary screen, SNCA 5' untranslated region | alpha-synuclein 5'UTR reporter, inhibitor activity | inhibition, % (tested at 7.5 µM) | 300,000 tested, 0.82% active | AID 1813; in the data active = inhibition above about 60%;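 also: H4 neuroglioblastoma cells stably carrying SNCA 5'UTR luciferase fusion; 0% = DMSO wells and 100% = positive control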
# TRPC6 inhibitor = inhibitors of mouse TRPC6 channel. HEK293-TRPC6, membrane potential dye, ACh-evoked depolarization; active compounds read low. B-score at 10 µM. 310,000 tested, 1.1% active. AID 2553;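 active = B-score under library mean minus 3 SD, initial fluorescence not abnormally high, positive integrated signal ratio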;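 also: B-score derived from integrated fluorescence ratio over the kinetic read; more negative B-score means stronger inhibition of depolarization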
# Starred values were filed as active, the others as inactive; i = inactive; . = no result given.
item	Structure	TRPC6 act	TRPC4 block	TRPC4 agonist	TRPC4 PAM	MrgX1 antagonist	SKKanGAS inh
1	COc1cc(/C=N/Nc2ccc(Cl)c(C(=O)O)c2)ccc1OCC(=O)N1C(C)CCCC1C (stereo not drawn)	i	i	i	i	i	2.1
2	CC(=O)Nc1ccc(C(=O)CSc2nnc(Cc3ccccc3)o2)cc1	i	i	i	i	i	2.2
3	Cc1ccc(CN(C)C(=O)CCc2c[nH]c3ccccc23)o1	i	i	i	i	i	-0.7
4	COc1ccc([N+](=O)[O-])cc1NS(=O)(=O)c1ccccc1	i	i	i	i	i	4.6
5	CCOC(=O)c1cc(S(=O)(=O)NCc2ccc3c(c2)OCO3)cn1C	i	i	i	i	i	-4.0
6	Cn1ncc(Cl)c1C(=O)Nc1ccncc1	i	i	i	i	i	-9.0
7	CCC(=O)NC(c1ccccc1Cl)c1c(O)ccc2ccccc12 (stereo not drawn)	i	i	i	i	i	16.0
8	N#Cc1c(N)nc2c(c1N)CC(=O)N2c1ccccc1-c1ccccc1	i	i	i	i	i	-12.4
9	COc1ccccc1N1CCN(C(=O)C(OC(C)=O)c2ccccc2)CC1 (stereo not drawn)	i	i	i	i	i	-11.2
10	Cc1onc(-c2ccccc2Cl)c1C(=O)Nc1cccc(-c2nc3ncccn3c2C)c1	i	i	i	i	i	1.4
11	CCOC(=O)/C(C#N)=C/Nc1ccccc1NS(=O)(=O)c1cccc(C(C)=O)c1	i	i	i	i	i	-14.8
12	CCN(CCCNC(=O)C1CCCN(S(=O)(=O)CC)C1)c1cccc(C)c1 (stereo not drawn)	i	i	i	i	i	3.8
13	O=S(=O)(NN=C1CCCCCCC1)c1ccc(Br)cc1	i	i	i	i	i	-0.2
14	CCCSC1=N/C(=C\c2ccsc2)C(=O)S1	i	i	i	i	i	15.4
15	O=C(/C=C\c1ccc2c(c1)OCO2)Nc1c2c(nn1-c1ccc(Cl)cc1)CSC2	i	i	i	i	i	6.0

item	HIF activator	KLF5 inhibitor	IEC-6 cytotox	aSyn 5UTR inh	TRPC6 inhibitor
1	-0.7	9.2	-1.2	5.2	i
2	-0.1	-20.4	10.1	-21.6	i
3	0.0	-29.9	-1.9	-1.5	i
4	-7.1	-7.1	-3.1	-22.9	i
5	0.0	-1.6	2.3	-12.0	i
6	0.3	2.2	2.3	0.6	i
7	-0.8	-7.7	-2.7	4.5	i
8	-0.4	3.7	-5.4	29.1	i
9	0.3	-4.9	-2.3	-0.6	i
10	1.5	-34.7	-7.5	-26.5	i
11	-0.1	-39.4	5.0	-24.2	i
12	-0.4	-0.4	-3.9	6.6	i
13	0.1	-22.3	6.5	0.9	i
14	0.1	-16.5	-4.5	16.6	i
15	-0.3	-27.4	-3.3	37.3	i

# Continued; the last two above are carried over.
item	Structure	TRPC6 act	TRPC4 block	TRPC4 agonist	TRPC4 PAM	MrgX1 antagonist	SKKanGAS inh
14	CCCSC1=N/C(=C\c2ccsc2)C(=O)S1	i	i	i	i	i	15.4
15	O=C(/C=C\c1ccc2c(c1)OCO2)Nc1c2c(nn1-c1ccc(Cl)cc1)CSC2	i	i	i	i	i	6.0
16	COc1ccc(OC)c(N=Cc2c(O)[nH]c3ccccc23)c1	i	i	i	i	i	-3.9
17	O=C1c2cccc3cccc(c23)C(=O)N1Cc1ccco1	i	i	i	i	i	.
18	O=C(CN1C(=O)c2ccccc2S1(=O)=O)NCc1cccs1	i	i	i	i	i	0.8
19	C#CCOCCOCCOCCNc1nc(N2CCOCC2)nc(N2CCN(C(=O)[C@H](Cc3ccc(O)cc3)n3cc([C@@H](N)C(C)CC)nn3)CC2)n1 (stereo partly drawn)	i	i	i	i	i	0.6
20	CCCC(=O)Nc1cc(C)c(NC(=O)c2cccs2)cn1	i	i	i	i	i	-18.6
21	O=C(COc1ccc(Br)cc1CO)Nc1ccccc1F	i	i	i	i	i	0.4
22	O=C(COC(=O)/C=C/c1nc2ccccc2s1)Nc1cccc2ccccc12	i	i	i	i	i	-3.3
23	O=S1(=O)N=C(Oc2ccccc2)c2ccccc21	i	i	i	i	i	.
24	CCOC(=O)Cn1c(=NC(=O)C2CC2)sc2c(C)cc(C)cc21	i	i	i	i	i	-9.3
25	Cc1cccn2c(=O)c3cc(C(=O)NCCN4CCOCC4)n(C)c3nc12	i	i	i	i	i	-4.7
26	COC(=O)c1[nH]c2ccc(Cl)cc2c1NC(=O)CN1CCC(C(N)=O)CC1	i	i	i	i	i	5.8
27	CC1=NN(C(C#N)c2ccccc2C)C(C)(C)C1 (stereo not drawn)	i	i	i	i	i	-3.3
28	Fc1ccc(N2CCN(c3nnnn3-c3ccccc3)CC2)cc1	i	i	i	i	i	-8.5
29	C(=N\n1cnnc1)/c1ccc(N2CCOCC2)cc1	i	i	i	i	i	0.9
30	O=C(Nc1cccnc1)c1scc2c1OCCO2	i	i	i	i	i	0.7

item	HIF activator	KLF5 inhibitor	IEC-6 cytotox	aSyn 5UTR inh	TRPC6 inhibitor
14	0.1	-16.5	-4.5	16.6	i
15	-0.3	-27.4	-3.3	37.3	i
16	-0.3	5.7	-2.8	6.8	i
17	0.0	-29.6	4.5	4.5	i
18	0.4	-18.0	-1.3	-23.0	i
19	0.5	-7.0	-0.4	12.0	i
20	0.0	-10.4	4.1	11.6	i
21	2.4	-68.6	-1.2	-180.6	i
22	-0.1	-23.1	1.3	-5.2	i
23	-0.2	-29.1	0.6	5.6	i
24	-0.6	-2.5	0.3	-10.7	i
25	0.1	-3.4	-4.8	-8.8	i
26	-0.4	-18.1	2.0	11.5	i
27	-0.2	-25.3	-2.7	4.4	i
28	0.1	9.1	-3.2	0.7	i
29	0.1	-14.6	4.3	-4.5	i
30	-1.0	-17.0	-4.3	-14.0	i

# 3 neighbouring entries from above, for reference:
item	Structure	TRPC6 act	TRPC4 block	TRPC4 agonist	TRPC4 PAM	MrgX1 antagonist	SKKanGAS inh
17	O=C1c2cccc3cccc(c23)C(=O)N1Cc1ccco1	i	i	i	i	i	.
18	O=C(CN1C(=O)c2ccccc2S1(=O)=O)NCc1cccs1	i	i	i	i	i	0.8
19	C#CCOCCOCCOCCNc1nc(N2CCOCC2)nc(N2CCN(C(=O)[C@H](Cc3ccc(O)cc3)n3cc([C@@H](N)C(C)CC)nn3)CC2)n1 (stereo partly drawn)	i	i	i	i	i	0.6

item	HIF activator	KLF5 inhibitor	IEC-6 cytotox	aSyn 5UTR inh	TRPC6 inhibitor
17	0.0	-29.6	4.5	4.5	i
18	0.4	-18.0	-1.3	-23.0	i
19	0.5	-7.0	-0.4	12.0	i

# More records follow:
item	Structure	TRPC6 act	TRPC4 block	TRPC4 agonist	TRPC4 PAM	MrgX1 antagonist	SKKanGAS inh
31	COC(=O)Nc1nnc(-c2ccc(OC)cc2)s1	i	i	i	i	i	1.5
32	C=CCn1c(CNC(=O)c2ccccc2C)nnc1SCC(=O)NC1CCCC1	i	i	i	i	i	2.9
33	O=c1[nH]c2ccccc2c(=O)n1Cc1ccccc1	i	i	i	i	i	4.2
34	Cc1c(C(=O)NC2CCCCC2)oc2ccccc12	i	i	i	i	i	1.0
35	CN(C)CCNC(=O)/C(=C/c1ccc(-c2ccc(Cl)cc2)o1)NC(=O)c1ccccc1	i	i	i	i	i	5.3
36	N#CCC(=O)NCC1(c2ccccc2)CCCC1	i	i	i	i	i	-2.8
37	CCCc1c(NC(=O)Nc2ccc(F)cc2)cnn1-c1ccc(Cl)cc1	i	i	i	i	i	30.5
38	O=C(Cn1c(NCCO)nc2ccccc21)c1ccccc1	i	i	i	i	i	-1.9
39	CCOC(=O)C1=C(CNCc2ccccc2Cl)NC(=O)NC1c1cccc([N+](=O)[O-])c1 (stereo not drawn)	i	i	i	i	i	-6.5
40	COc1cc(S(=O)(=O)NCC2CCCO2)ccc1Br (stereo not drawn)	i	i	i	i	i	0.6
41	CC(=O)Nc1nc2c(c3c1c(=O)oc1ccccc13)CCCC2	i	i	i	i	.	-16.0
42	Cc1cc(=O)[nH]c(SCC(=O)O)c1C#N	i	i	i	i	i	-3.7
43	CSc1ccccc1NC(=O)c1ccc2c(c1)CCN2S(C)(=O)=O	i	i	i	i	i	-3.8
44	Cc1cccc(N(C(=O)c2csnn2)C(C(=O)NC2CCCCC2)c2ccccn2)c1C (stereo not drawn)	i	i	i	i	i	-5.2
45	COc1cc2c(cc1OC)C1=C(C#N)COCN1CC2	i	i	i	i	i	-0.8

item	HIF activator	KLF5 inhibitor	IEC-6 cytotox	aSyn 5UTR inh	TRPC6 inhibitor
31	1.7	-88.8	2.4	-76.2	i
32	-0.2	-24.9	-3.0	-2.4	i
33	-1.9	-11.8	-0.2	-0.1	i
34	3.4	-76.3	6.9	-82.5	i
35	-2.1	-17.3	5.0	-16.0	i
36	-0.5	-32.7	3.1	-7.7	i
37	-0.6	15.2	0.8	39.9	i
38	-0.3	-11.8	-1.2	-12.3	i
39	-0.3	12.8	3.1	6.9	i
40	-0.2	-15.7	4.8	23.7	i
41	0.2	-23.1	0.0	-4.2	i
42	0.1	-56.1	-8.6	1.4	i
43	-4.1	-58.8	-4.0	-66.1	i
44	-0.1	0.7	-5.6	2.3	i
45	1.5	0.7	-2.8	25.0	i

# (next part)
item	Structure	TRPC6 act	TRPC4 block	TRPC4 agonist	TRPC4 PAM	MrgX1 antagonist	SKKanGAS inh
46	Cc1c(NC(=O)c2ccc(Br)s2)c(=O)n(-c2ccccc2)n1C	i	i	i	i	i	-2.5
47	CCOc1cc(N2CCOCC2)c(OCC)cc1NC(=O)CSc1cccc[n+]1[O-]	i	i	i	i	i	10.0
48	CCOc1ccc(NC(=S)NNC(=O)CC(C)O)cc1 (stereo not drawn)	i	i	i	i	i	0.4
49	NC(=O)c1nsc(C(=O)N(CC(=O)NCc2ccccc2)c2ccc(F)cc2)c1N	i	i	i	i	i	1.3
50	COc1ccccc1CN1[C@@H](CC(=O)O)c2ccccc2S1(=O)=O	i	.	i	i	i	3.9
51	CCOC(=O)C(=O)NNc1ccc(F)cc1	i	i	i	i	i	0.3
52	COc1cc(/C=N/NC(=O)c2ccc(CN3c4cccc5cccc(c45)S3(=O)=O)cc2)cc(OC)c1O	i	i	i	i	.	12.5

item	HIF activator	KLF5 inhibitor	IEC-6 cytotox	aSyn 5UTR inh	TRPC6 inhibitor
46	-0.3	-1.1	1.5	26.6	i
47	-0.5	11.3	0.0	27.0	i
48	-0.2	-32.7	0.3	6.2	i
49	0.0	-28.0	4.5	-5.9	i
50	0.1	.	.	1.2	i
51	-0.4	5.1	4.7	-14.2	i
52	0.1	-17.1	3.6	32.9	i
